CaV13 FRET inh – Disruptors of the CACNA1D IQ motif to Ca2+-dependent inactivation inhibitor domain association, primary screening, Förster resonance energy transfer in intact living …; HEK cells, CFP/YFP FRET ICDI-IQ, plate reader, 10 min; percent FRET-ratio fall versus neutral wells; AID 743397; inhibition, % at 12.3 µM; 340,000 tested, 0.098% active;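 active = mean replicate inhibition of at least 30% and at least 1% of replicates passing that level; inconclusive = only one of the two criteria is met; inactive = neither criterion is met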;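 also: 0% = median of the neutral control wells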
PDI inh – inhibitors of human protein disulfide isomerase; PDI insulin aggregation turbidity, A650, 90 min; inhibition, % at 10 µM; 350,000 tested, 0.052% active; AID 588391;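 active = mean inhibition across replicates of 30% or more, whatever share of single replicates reach that level; inconclusive = mean inhibition below 30% while every single replicate reaches 30%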;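 also: absorbance from insulin aggregation driven by PDI reduction with DTT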
ABCB6 inh 2 – inhibitors of human ABC transporter ABCB6; Q9NP58; K562-ABCB6 porphyrin accumulation, flow cytometry, 1 h; stronger effect = lower value; fluorescence ratio to DMSO, % at 10 µM; 360,000 tested, 0.19% active; AID 602162;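 active = fluorescence ratio to DMSO below 75%, the collection mean minus 3 SD; inconclusive = too few cells collected in the well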;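 also: signal is porphyrin accumulated inside mitochondria; 100% equals median channel fluorescence of DMSO control wells; lower ratio means ABCB6 inhibition with less porphyrin fluorescence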
Target sequence (Q9NP58 whole entry, looked up): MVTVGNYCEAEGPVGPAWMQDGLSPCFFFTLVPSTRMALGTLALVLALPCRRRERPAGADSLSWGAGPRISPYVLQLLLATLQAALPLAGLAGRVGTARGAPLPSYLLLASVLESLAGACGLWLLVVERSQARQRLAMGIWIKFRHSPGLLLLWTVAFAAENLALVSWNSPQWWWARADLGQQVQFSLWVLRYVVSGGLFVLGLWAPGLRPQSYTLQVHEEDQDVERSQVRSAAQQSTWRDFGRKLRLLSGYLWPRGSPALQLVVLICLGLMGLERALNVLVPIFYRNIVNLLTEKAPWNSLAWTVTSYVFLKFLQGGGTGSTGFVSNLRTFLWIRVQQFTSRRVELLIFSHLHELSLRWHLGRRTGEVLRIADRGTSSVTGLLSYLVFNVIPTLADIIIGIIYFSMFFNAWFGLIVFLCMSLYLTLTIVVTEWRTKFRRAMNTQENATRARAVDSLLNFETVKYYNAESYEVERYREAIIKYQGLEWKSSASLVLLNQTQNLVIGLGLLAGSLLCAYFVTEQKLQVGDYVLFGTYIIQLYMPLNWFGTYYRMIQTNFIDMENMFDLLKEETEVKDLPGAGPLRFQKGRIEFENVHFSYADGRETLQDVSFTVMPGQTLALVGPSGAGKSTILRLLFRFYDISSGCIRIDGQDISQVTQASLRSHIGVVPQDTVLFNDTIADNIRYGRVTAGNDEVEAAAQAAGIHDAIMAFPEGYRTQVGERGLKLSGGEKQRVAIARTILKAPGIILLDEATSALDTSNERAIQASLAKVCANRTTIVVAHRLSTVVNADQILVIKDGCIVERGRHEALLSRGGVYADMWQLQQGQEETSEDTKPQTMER
MC4R ag barr – human MC4R agonism via beta-arrestin; U2OS MC4R beta-arrestin complementation, luminescence; percent of melanotan II response, DMSO zero; activation, % at 8.9 µM; 360,000 tested, 0.98% active; AID 540308;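 active = activation above a per-plate cutoff, the mean activation of sample wells on that plate plus 3 SD, cut at about 8% in these data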
H9c2 protect – protects H9c2 cardiomyocytes from peroxide injury | H2O2 injury protection, ATPLite, 2 h | protection from H2O2 cell death, % at 20 µM | 360,000 tested, 0.63% active;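 active = compounds giving at least 50% protection of heart cells from peroxide-induced death in the single-dose screen, raw or plate-pattern-corrected value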;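 also: 0% = DMSO wells with peroxide and 100% = DMSO wells without peroxide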
aDG glyco act – increases alpha dystroglycan glycosylation | 360,000 tested, 0.22% active | activation, % at 10 µM | AID 624168 | Pro5-aDG cells, alpha-DG glycosylation AlphaScreen (IIH6); 0% Pro5, 100% B10-LARGE cell signal;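 active = activation of at least 8% versus controls, or a plate z-score of at least 8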;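 also: Pro5 are CHO cells carrying HIG-tagged alpha-DG that lacks glycosylation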
N-glyco inh – N-linked glycosylation inhibition. reporter increase, % at 12.5 µM. 360,000 tested, 0.23% active. D54 ERlucT glycosylation luciferase reporter, 24 h; percent of 100 nM tunicamycin response. AID 588692;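 active = mean luciferase reporter signal, scaled so untreated is 0 and the glycosylation-blocking control 100, at or above a set limit in every replicate; inconclusive = mean reaches the limit but not every replicate does; inactive = mean below the limit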;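 also: luciferase carries N-glycosylation sites so blocking glycosylation raises the light; 0% = median of neutral control wells and 100% = median of 100 nM tunicamycin wells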
m5-HT2A agonist – agonists of mouse serotonin 5-HT2A receptor (HTR2A). P35363. CHO-K1 mHTR2A beta-arrestin complementation, luminescence; percent of 30 µM serotonin response. activation, % at 7.6 µM. 360,000 tested, 0.66% active. AID 624169;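 active = activation above a run cutoff, the mean activation of all tested compounds plus 3 SD, cut at about 14% in these data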;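 also: 0% = plate median of compound wells and 100% = 30 µM serotonin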
Vif inh – blocks HIV Vif function | HEK293T cells, Vif self-association by quenched fluorescence, imaging, 24 h | inhibition, % at 7.49 µM | 340,000 tested, 0.35% active | AID 602346; in the data active = inhibition above about 50%, passing the limit was not always enough; inconclusive = no clear call, values can overlap the other calls; inactive = below about 31%; also: some results filed as inactive read as strong as hits
MC4R antagonist – human MC4R antagonism in cAMP assay; 360,000 tested, 0.48% active; MC4R-expressing cells, MTII-stimulated cAMP, LANCE TR-FRET; inhibition, % at 6.5 µM;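 active = inhibition above its plate's cutoff, the mean of tested wells on that plate plus 3 SD, cut at about 29% in these data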;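 also: 0% = Melanotan II alone and 100% = Melanotan II plus saturating MCL0020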
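Material – human MC4R-expressing U2OS cells · Repeats – no replicates · Detection – TR-FRET with Eu-cAMP and labeled anti-cAMP, 671 nm · Times – compound 30 min, challenge 1 h, detection 1 h · Compound – single nominal compound dose of 6.5 µM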
* hit, by the source's call; ? = inconclusive; · = no result given.

No.	structure	CaV13 FRET inh	PDI inh	ABCB6 inh 2	MC4R ag barr	H9c2 protect
1	CC[C@@]1(O)C(=O)OCc2c1cc1n(c2=O)Cc2cc3c(CN(C)C)c(O)ccc3nc2-1	-51	4	106	-1.1	10
2	CCN1CCN(C(=O)CN(C)S(=O)(=O)c2ccc3ccccc3c2)CC1	-5	-8	104	1.3	-2
3	Cc1ccccc1NC(NC(=O)c1cccs1)C(Cl)(Cl)Cl (centres undefined)	-5	8	108	-0.3	-28
4	Cc1ccc(S(=O)(=O)NC(=O)Nc2ncc3c(n2)CC(c2ccco2)CC3=O)cc1 (centres undefined)	-4	-1	100	-0.4	2
5	COC(=O)c1ccccc1NC(=O)CSc1nnc(-c2ccncc2)o1	·	0	·	-0.8	-2
6	Cn1cc(Br)c(-c2cccc(NC(=O)CCCC(=O)O)c2)n1	-20	-9	96	-1.4	9
7	CCOC(=O)c1c(CN2CCCCC2)n(C)c2cc(Br)c(O)cc12	-6	-3	105	1.0	3
8	O=C(CCl)Nc1ncc(S(=O)(=O)c2ccc([N+](=O)[O-])cc2)s1	-2	21	99	-2.2	-1
9	Cc1ccccc1CN1C2=NCCCN2c2ccccc21	-3	-4	99	-0.9	-4
10	O=C(Cc1n[nH]c(=O)[nH]c1=O)N/N=C/c1ccccc1O	-11	-7	102	-0.7	-3

No.	aDG glyco act	N-glyco inh	m5-HT2A agonist	Vif inh	MC4R antagonist
1	0.0	-9	-1	-2	-13
2	0.2	-1	-5	8	17
3	0.0	-1	-3	·	12
4	-0.3	1	7	-4	1
5	-0.1	2	-2	8	4
6	0.1	1	0	3	7
7	0.4	0	7	-11	4
8	0.1	1	9	1	17
9	0.4	-1	-2	-2	3
10	-0.1	4	3	?	-2

Additional results follow.
No.	structure	CaV13 FRET inh	PDI inh	ABCB6 inh 2	MC4R ag barr	H9c2 protect
11	CCC(=O)Oc1ccc2c(C)cc(=O)oc2c1C(=O)CC	-18	7	102	1.5	19
12	CCOC(=O)c1c(-c2ccc(OC)cc2)csc1/N=C/C1C(=O)CCCC1=O	-5	-1	101	-0.2	0
13	CC(=O)NC(c1ccccc1)c1nc(-c2cc3ccccc3o2)cs1 (centres undefined)	-6	-1	97	0.2	-1
14	O=C(COc1ccccc1Br)NCCc1nc2ccccc2[nH]1	-7	-2	107	-0.8	4
15	C/C(=C\C(=O)c1ccc(Cl)cc1)NCc1ccc2c(c1)OCO2	-5	1	103	1.3	-19
16	Cc1cc([N+](=O)[O-])nn1CCCC(=O)Nc1cccc(Cl)c1Cl	-17	-7	97	1.4	5
17	CCOc1ccc(C(=O)OCC(=O)NCCNC(=O)COC(=O)c2ccc(OCC)cc2)cc1	-6	2	99	0.7	-2
18	CCN(CC)S(=O)(=O)c1cc(C(=O)Nc2nncs2)c(Cl)cc1Cl	-3	-4	104	-2.2	8
19	O=C(O)C1C2C=CC(C2)C1C(=O)NCCc1ccncc1 (centres undefined)	-5	-30	85	-1.8	2
20	Cc1cc2ccc(C)c(C)c2nc1SCC#N	-5	1	94	3.4	-16

No.	aDG glyco act	N-glyco inh	m5-HT2A agonist	Vif inh	MC4R antagonist
11	0.1	0	1	-4	12
12	0.2	-2	0	3	10
13	-0.1	0	-6	-18	8
14	0.0	2	-3	-6	9
15	-0.1	2	-3	14	-2
16	0.2	-1	-4	1	5
17	-0.4	-1	8	9	-2
18	0.2	3	3	-4	43*
19	-0.1	1	0	14	-1
20	0.1	-1	-1	-2	-1

(more compounds)
No.	structure	CaV13 FRET inh	PDI inh	ABCB6 inh 2	MC4R ag barr	H9c2 protect
21	CCOc1ccccc1-n1nnnc1SCC(=O)NC(=O)Cc1ccccc1	-6	-9	97	-2.2	-8
22	CCNNC(=O)C(O)(c1cccc(C)c1)c1cccc(C)c1	-14	11	93	-0.5	2
23	COc1ccc(C(=O)OCC(=O)c2ccc(Br)s2)c(OC)c1	-3	3	102	-2.2	-4
24	CCN(C(=O)COc1nc(C)cc(C)c1C#N)c1ccccc1	-3	-9	96	-0.9	11
25	Cc1cc2oc(=O)cc(CN3CCCC3)c2cc1C	-9	·	96	·	7
26	COc1ccc(CCN(C(=O)C(F)(F)F)C(C(=O)NC2CCCCC2)c2cccs2)cc1 (centres undefined)	-5	-46	107	1.0	-10
27	CCOc1cc(C(N)=O)cc(Cl)c1OCc1ccccc1	-4	-3	98	-2.2	0
28	Cc1ccc(S(=O)(=O)N2CCN(S(=O)(=O)c3ccccc3)C2)cc1	-6	-2	103	-1.3	-4
29	COC(=O)c1ccc(Cl)c(NC(=O)NC23CC4CC(CC(C4)C2)C3)c1	-5	-10	100	-0.6	-23
30	COc1ccc(CC(=O)Nc2ccc(-c3nnc(-c4ccccc4)o3)cc2)cc1OC	-7	-1	87	0.7	2

No.	aDG glyco act	N-glyco inh	m5-HT2A agonist	Vif inh	MC4R antagonist
21	-0.2	0	-2	-10	0
22	0.4	-2	2	-3	5
23	0.2	0	-1	-2	-3
24	0.0	0	1	6	1
25	-0.1	1	-3	·	·
26	-0.3	-5	-7	-2	8
27	0.0	0	-2	17	-2
28	-0.1	-4	-4	-6	11
29	1.0	-1	-2	-10	7
30	0.0	-1	2	-1	13

Looked up one by one from the entries so far:
No.	structure	CaV13 FRET inh	PDI inh	ABCB6 inh 2	MC4R ag barr	H9c2 protect
22	CCNNC(=O)C(O)(c1cccc(C)c1)c1cccc(C)c1	-14	11	93	-0.5	2
29	COC(=O)c1ccc(Cl)c(NC(=O)NC23CC4CC(CC(C4)C2)C3)c1	-5	-10	100	-0.6	-23
26	COc1ccc(CCN(C(=O)C(F)(F)F)C(C(=O)NC2CCCCC2)c2cccs2)cc1 (centres undefined)	-5	-46	107	1.0	-10

No.	aDG glyco act	N-glyco inh	m5-HT2A agonist	Vif inh	MC4R antagonist
22	0.4	-2	2	-3	5
29	1.0	-1	-2	-10	7
26	-0.3	-5	-7	-2	8

(more compounds)
No.	structure	CaV13 FRET inh	PDI inh	ABCB6 inh 2	MC4R ag barr	H9c2 protect
31	CN1CCN(C(=O)Nc2ccc3c(c2)N(C)C(=O)c2ccccc2S3)CC1	-2	11	103	2.4	4
32	O=C1ON=C(c2ccccc2)/C1=C\c1ccco1	-13	-4	90	-3.0	2
33	CSCC[C@H](NC(=O)c1ccc2c(c1)OCO2)c1nnc2ccccn12	-3	4	99	-0.6	5
34	COC(=O)[C@H](CC(C)C)NC(=O)N1CCCCC1C (some centres undefined)	1	12	99	-0.8	11
35	Cc1ccc(N(C)C(=O)C2CCN(S(=O)(=O)c3ccc4c(c3)oc(=O)n4C)CC2)cc1	-5	0	104	-0.9	7
36	CCn1c(SCC(=O)Nc2ccc3c(c2)oc2ccccc23)nnc1-c1ccc(N)cc1	-5	2	93	15*	-11
37	Cn1c(SCC(=O)Nc2nccs2)nnc1C1CC1	-5	12	96	-0.5	9
38	Cc1cn2c(=O)c(C(=O)N3CCN(c4ccccc4)CC3)cnc2s1	-2	4	101	-0.7	5
39	CCOC(=O)[C@]12CCC=C1N(Cc1ccc(Cl)cc1Cl)C(=O)[C@H](CC(=O)NCc1cccs1)C2	-2	·	98	·	·
40	COc1cc(NC(=O)NCCN2CCN(c3ccc(Cl)cc3)CC2)ccc1C	0	25	103	1.8	-8

No.	aDG glyco act	N-glyco inh	m5-HT2A agonist	Vif inh	MC4R antagonist
31	-0.2	0	2	-8	24
32	-0.2	2	-2	1	7
33	-0.1	1	2	1	0
34	-0.2	2	-1	-1	-8
35	-0.1	-4	9	21	-4
36	0.2	1	6	-53	10
37	0.3	1	0	-3	6
38	0.2	1	9	13	-3
39	-0.1	·	-6	·	·
40	2.0	1	-8	-8	2

(continued)
No.	structure	CaV13 FRET inh	PDI inh	ABCB6 inh 2	MC4R ag barr	H9c2 protect
41	O=C(NCc1cccs1)c1ccc(Cl)c(S(=O)(=O)N2CCCC2)c1	-3	-7	102	-1.0	-8
42	COc1cc(Cl)c(C)cc1NC(=O)CN1C(=O)C2CC=CCC2C1=O (centres undefined)	-3	17	92	-1.3	3
43	O=[N+]([O-])c1ccc(-c2cc(-c3ccncc3)nc3ccc4ccccc4c23)cc1	-7	11	94	-2.1	2
44	O=C(/C=C/c1ccccc1)COC(=O)c1ccccc1	-5	11	91	-1.7	-12
45	O=C1CC(N2CCN(c3ccccc3)CC2)C(=O)N1c1cccc(Br)c1 (centres undefined)	-6	-3	104	-0.5	-2
46	COc1ccc(NS(=O)(=O)/C=C/c2ccc(OC)c(OC)c2)cc1	-7	3	99	0.4	-13
47	O=C1CCCN1CC(=O)N1CCCC(N2CCN(c3cccc(Cl)c3)CC2)C1 (centres undefined)	-5	-1	99	-2.1	-2
48	CN(C)CCCN=c1cc(-c2ccccc2)oc2ccc(Cl)cc12	-12	2	84	-1.3	2
49	CCN(CC)c1ccc(/C=N/NC(=O)c2c(-c3ccccc3)noc2C)cc1	-3	13	96	-2.0	-5
50	O=C(Cn1cnc([N+](=O)[O-])n1)N/N=C/c1cccc(Cl)c1	-5	2	97	2.5	-3

No.	aDG glyco act	N-glyco inh	m5-HT2A agonist	Vif inh	MC4R antagonist
41	0.4	-2	-3	-7	11
42	-0.1	2	-2	59*	4
43	-0.1	3	1	4	10
44	0.0	3	-4	8	2
45	-0.1	0	-1	-3	4
46	0.6	1	5	1	12
47	-0.2	2	-7	-5	1
48	2.5	10	-6	9	-1
49	0.1	3	-2	2	4
50	0.0	1	-4	10	-3

The results go on:
No.	structure	CaV13 FRET inh	PDI inh	ABCB6 inh 2	MC4R ag barr	H9c2 protect
51	Nc1nnnn1/N=C/c1ccc(F)cc1	-1	9	94	1.7	-3
52	COc1ccc2nc3ccccc3nc2c1NC(=O)c1ccc(Cl)cc1Cl	-27	-4	97	-1.4	-2
53	CCOC(=O)c1cc(NC(=O)NCc2ccco2)c(C)nc1C	·	-2	108	2.5	1
54	COc1ccc(-n2cnnc2SCC(=O)NC2CCCCC2)cc1	-7	6	103	-1.6	-2
55	Cc1ccc(N2C(=O)NC(NC(=O)C(C)(C)C)(C(F)(F)F)C2=O)cc1 (centres undefined)	-3	-15	93	-3.6	-7
56	CC(C)[C@@H](N)C(=O)NC[C@H]1O[C@@H](n2cnc3c(=O)[nH]c(N)nc32)[C@H](O)[C@@H]1O	-7	·	99	·	4
57	CCN1C(=O)[C@H]2[C@H]3CN=C(SCc4ccc(C(=O)OC)cc4)N3[C@@](C)(C(=O)OC)[C@H]2C1=O	-4	-3	99	-1.1	4

No.	aDG glyco act	N-glyco inh	m5-HT2A agonist	Vif inh	MC4R antagonist
51	0.0	4	9	-10	13
52	-0.4	5	-2	12	17
53	0.7	2	2	-3	2
54	0.1	1	-13	-2	-1
55	-0.2	0	6	3	2
56	-0.3	0	4	0	·
57	-0.1	0	1	1	1
